Screens: PubChem, The Scripps Research Institute Molecular Screening Center
TDP2 absorb = human TDP2 enzyme inhibitors, primary screen, biochemical, epi absorbance, recombinant enzyme. Tyrosyl-DNA phosphodiesterase 2 (Homo sapiens), O95551. T5PNP hydrolysis, p-nitrophenol absorbance 415 nm. inhibition, % at 12.8 µM. 370,000 compounds, 0.34% hits;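 active means inhibition above the mean of all tested compounds plus 3 SD, set per campaign, cut at about 25% in these data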;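 further: 0% = DMSO with enzyme and 100% = buffer with substrate but no TDP2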
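System – recombinant human TDP2 · Amount – 120 nM TDP2 per well · Buffer or medium – Mg2+-containing Tris-HCl buffer, pH 7.5 · Reagent – T5PNP substrate, 5 mM · Dosing – 12.8 µM single point, 1% DMSO · Incubation – 2 h at 37 °C · Measured by – epi absorbance · Read-out basis – percent inhibition · Benchmarks – high control without enzyme, low control DMSO plus TDP2 · Repeats – singlicate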
UHRF1 MBD2 ctr = UHRF1 methylated DNA binding inhibitors, primary screen, counter-screen for MBD2 inhibitor project, biochemical, TR-FRET, human UHRF1, single concentration | 370,000 compounds, 0.75% hits | inhibition, % at 4.4 µM | E3 ubiquitin-protein ligase UHRF1 (Homo sapiens), Q96T88 | UHRF1 binding to methylated oligo; in the data active means inhibition above about 21%;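 further: UHRF1 SRA domain binding a hemimethylated CpG hairpin DNA probe; 0% = median of test compound wells and 100% = reference inhibitor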
Target sequence (Q96T88 whole entry, looked up, the tested form may be a part): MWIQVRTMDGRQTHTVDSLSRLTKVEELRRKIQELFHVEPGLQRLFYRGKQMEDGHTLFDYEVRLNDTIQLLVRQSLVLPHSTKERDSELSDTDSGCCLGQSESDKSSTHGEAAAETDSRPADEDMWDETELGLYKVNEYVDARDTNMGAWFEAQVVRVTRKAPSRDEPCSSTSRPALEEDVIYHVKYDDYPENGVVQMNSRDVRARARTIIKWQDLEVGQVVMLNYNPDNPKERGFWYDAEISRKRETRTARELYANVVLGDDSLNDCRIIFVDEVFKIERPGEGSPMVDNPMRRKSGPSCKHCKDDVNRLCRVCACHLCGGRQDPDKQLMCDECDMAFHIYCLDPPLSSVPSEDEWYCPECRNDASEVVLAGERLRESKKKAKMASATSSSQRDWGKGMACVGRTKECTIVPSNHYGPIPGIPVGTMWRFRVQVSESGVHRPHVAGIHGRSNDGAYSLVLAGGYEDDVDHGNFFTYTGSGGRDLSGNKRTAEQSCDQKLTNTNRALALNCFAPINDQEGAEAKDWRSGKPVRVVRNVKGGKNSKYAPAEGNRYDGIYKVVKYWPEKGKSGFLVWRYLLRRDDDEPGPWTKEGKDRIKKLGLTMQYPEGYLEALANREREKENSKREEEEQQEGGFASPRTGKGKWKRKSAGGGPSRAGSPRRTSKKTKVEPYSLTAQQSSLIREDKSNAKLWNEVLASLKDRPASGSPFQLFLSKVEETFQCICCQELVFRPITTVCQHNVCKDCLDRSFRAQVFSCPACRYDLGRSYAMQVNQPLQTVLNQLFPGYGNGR
MBD2 inh = inhibitors of MBD2 binding to methylated DNA, primary screen, biochemical, TR-FRET, DNA-binding domain, human; MBD2 binding to methylated oligonucleotide; inhibition, % at 4.4 µM; Methyl-CpG-binding domain protein 2 (Homo sapiens), Q9UBB5; 370,000 compounds, 0.31% hits; in the data active means inhibition above about 13%
SIAE inh = human SIAE inhibitors, primary screen, biochemical, fluorescence polarization, FP-Rh probe, 1536-well HTS. 370,000 compounds, 0.69% hits. inhibition, % at 9.66 µM. SIAE FP-Rh probe binding. Sialate O-acetylesterase (Homo sapiens), Q9HAT2;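 active means inhibition above a cutoff: mean of compounds within the control limits plus 3 SD of those, cut at about 17% in these data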;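 further: 0% = plate median of compound wells and 100% = probe without SIAE protein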
PRMT1 FP inh = PRMT1 methyltransferase inhibitors, primary screen, biochemical, fluorescence polarization. recombinant PRMT1, activity-based probe fluorescence polarization. inhibition, % at 2.79 µM. 370,000 compounds, 1.3% hits;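 active means inhibition above about 21% made by adding two undisclosed values, limit read from the data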
proKLK7 act = proKLK7 zymogen activators, primary screen, biochemical, fluorescence intensity; Kallikrein-7 (Homo sapiens), P49862; purified proKLK7, EDANS-DABCYL substrate fluorescence; 100% is mature enzyme control, 0% vehicle; activation, % at 7 µM; 370,000 compounds, 0.9% hits; AID 652039, 2013;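 active means activation above the mean of all tested compounds plus 3 SD, computed per campaign excluding outliers beyond control limits, cut at about 13% in these data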
Target sequence (P49862 whole entry, looked up): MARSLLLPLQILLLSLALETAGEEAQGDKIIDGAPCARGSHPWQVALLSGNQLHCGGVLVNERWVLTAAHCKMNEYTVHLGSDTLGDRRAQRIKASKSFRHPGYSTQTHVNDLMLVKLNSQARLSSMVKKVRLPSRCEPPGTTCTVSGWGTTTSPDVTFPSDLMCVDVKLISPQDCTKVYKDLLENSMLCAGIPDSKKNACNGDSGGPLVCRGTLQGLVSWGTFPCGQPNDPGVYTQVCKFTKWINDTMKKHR
LEDGF integ inh = blockers of LEDGF/p75-dependent integrase strand transfer – biochemical, TR-FRET, high throughput, primary screen; HIV-1 integrase (with human LEDGF/p75); TR-FRET IN-LEDGF/p75 DNA integration, Eu/Cy5; inhibition, % at 3.7 µM; 370,000 compounds, 0.64% hits; AID 743269, 2014;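 active means inhibition above the screen-wide mean plus 3 SD, cut at about 13% in these data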;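 further: signal is the Cy5 over europium emission ratio at 671 and 618 nm; 0% = plate median of compound wells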
DDE Tn7 FP inh = inhibitors of Tn7 peptide binding to fibrin DD(E), primary screen, biochemical, fluorescence polarization, human fibrin, Tn7 probe; FP displacement of FITC-Tn7 peptide from fibrin DD(E); 0% = median of compound wells per plate; inhibition, % at 8.3 µM; 370,000 compounds, 0.13% hits;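 active means inhibition above the mean of compounds falling within the control limits plus 3 SD of them, cut at about 14% in these data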;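 further: 0% = plate median of compound wells and 100% = 10 µM Aha-Tn7 peptide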
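Test system: human clot-derived fibrin DD(E) complex / Quantity: 2 µM final DD(E) protein / Incubation: 10 min plus 3 h, room temperature / Measured by: fluorescence polarization / Benchmarks: high control of 10 µM Aha-Tn7 peptide / Replicates: singlicate testing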
TCR-CD3 inh = inhibitors of human TCR-CD3 interaction, primary screen, biochemical, fluorescence, TAMRA-labeled TCR probe; T-cell receptor (TCR); inhibition, % at 9.4 µM; 360,000 compounds, 0.37% hits; AID 651800, 2012; in the data active means inhibition above about 19%;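 further: recombinant mutant TCR 2C K166C tagged with TAMRA read by polarization; 0% = receptor in buffer alone and 100% = receptor with positive control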
DDE Tn6 FP inh = inhibitors of Tn6 peptide binding to fibrin DD(E), primary screen, biochemical, fluorescence polarization, human fibrin, Tn6 probe; 370,000 compounds, 0.21% hits; Fibrin DD(E) TRITC-Tn6 fluorescence polarization displacement; inhibition, % at 8.3 µM;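 active means inhibition above a per-campaign cutoff: mean of compounds within control limits plus 3 SD, cut at about 15% in these data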;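 further: 0% = median of all compound wells on the plate and 100% = blocking peptide control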
* marks the source's active call; other numbers are inactive results.

Codes: A = TDP2 absorb; B = UHRF1 MBD2 ctr; C = MBD2 inh; D = SIAE inh; E = PRMT1 FP inh; F = proKLK7 act; G = LEDGF integ inh; H = DDE Tn7 FP inh; I = TCR-CD3 inh; J = DDE Tn6 FP inh
> CC1(C)CC(=O)C2=C(C1)Oc1ncn(CCCn3ccnc3)c(=N)c1C2c1ccccc1 (stereo not drawn)
  A: 6 | B: 1 | C: 0 | D: 0 | E: -3 | F: -0.3 | G: 88* | H: -6 | I: -3 | J: -4

> COc1ccccc1-n1cc(-c2ccc(Br)cc2)[nH]c1=S
  A: -13 | B: -1 | C: -4 | D: -6 | E: 16 | F: -0.1 | G: 0 | H: -1 | I: -2 | J: 3

> OC(c1ccccc1)C(NCc1ccccc1)c1ccccc1 (stereo not drawn)
  A: 6 | B: -2 | C: 5 | D: 2 | E: -3 | F: 0.6 | G: -1 | H: 5 | I: 1 | J: 4

> COc1ccc(-c2noc3c2-c2nc(-c4c(F)cccc4F)sc2CC3)cc1
  A: 7 | B: 8 | C: 1 | D: 5 | E: 1 | F: -0.1 | G: -1 | H: 10 | I: 4 | J: 1

> CCC(C)(C)NC(=O)CN(C(=O)CCC(=O)Nc1nccs1)c1cccc(C)c1C
  A: 4 | B: -1 | C: 2 | D: 3 | E: 0 | F: 1.0 | G: -2 | H: 1 | I: 3 | J: -2

> Cn1nc(NC(=O)C2CCC2C(=O)O)c2c(F)cccc21 (stereo not drawn)
  A: 2 | B: 1 | C: 6 | D: -2 | E: 1 | F: -0.5 | G: -2 | H: -3 | I: -10 | J: -2

> O=c1[nH]c2ccc(S(=O)(=O)N3CCCCC3)cc2[nH]1
  A: -3 | B: -3 | C: -7 | D: 5 | E: -1 | F: 0.3 | G: 3 | H: -7 | I: 4 | J: 9

> O=C(COC(=O)c1ccc(Cl)cc1O)NCCN1C(=O)CSC1=O
  A: 13 | B: 6 | C: 2 | D: -1 | E: -1 | F: -0.2 | G: -1 | H: 6 | I: -3 | J: 7

> CC(OC(=O)CCCN=C1NS(=O)(=O)c2ccccc21)C(=O)Nc1ccccc1[N+](=O)[O-] (stereo not drawn)
  A: 0 | B: 1 | C: -4 | D: 8 | E: 2 | F: -0.3 | G: 0 | H: -1 | I: 2 | J: -2

> Nc1ccc(N2CCN(c3cccc(Cl)c3)CC2)cc1
  A: -9 | B: 0 | C: 2 | D: 0 | E: 4 | F: 0.0 | G: 2 | H: 2 | I: -5 | J: -2

> Cc1cc(N/N=C/c2ccc3c(c2)OCO3)nc2ccccc12
  A: 3 | B: -5 | C: 7 | D: 16 | E: 5 | F: -4.3 | G: -2 | H: 3 | I: 1 | J: 4

> O=C(CC(Sc1n[nH]c(-c2ccccc2)n1)c1ccccc1)NCc1ccccc1 (stereo not drawn)
  A: 2 | B: -3 | C: -5 | D: -3 | E: 2 | F: -0.5 | G: 3 | H: -6 | I: 8 | J: 6

> COc1ccc(NC(=O)c2cc(C)nc3ccccc23)c(OC)c1
  A: 4 | B: 1 | C: 3 | D: 1 | E: 3 | F: -0.7 | G: -5 | H: -7 | I: -2 | J: -6

> CCOC(=O)N1CCN(c2c(-c3ccc(C(C)C)cc3)c(=O)c2=O)CC1
  A: 0 | B: 13 | C: 3 | D: 6 | E: -2 | F: 0.5 | G: -2 | H: 1 | I: 4 | J: 6

> COc1cc2[nH]c(=O)n(CCC(=O)NCc3cccnc3)c(=O)c2cc1OC
  A: 0 | B: -4 | C: 7 | D: 2 | E: -3 | F: -0.7 | G: 1 | H: 3 | I: 4 | J: 10

> Cc1ccc(S(=O)(=O)N2CC3(O)CN(C(=O)OC(C)C)N(C(=O)OC(C)C)CC3(OC(=O)Nc3c(C)noc3C)C2)cc1 (stereo not drawn)
  A: 5 | B: -1 | C: -1 | D: 16 | E: 3 | F: 0.3 | G: 0 | H: -1 | I: -7 | J: 4

> CC1=C(C(=O)OC(C)C)C(c2ccc(N(C)C)cc2)C2=C(CC(C)(C)CC2=O)N1 (stereo not drawn)
  A: -4 | B: 2 | C: 0 | D: 3 | E: 2 | F: 1.7 | G: -2 | H: 6 | I: -10 | J: 3

> Cc1c(CC(=O)NCCC(C)C)c(=O)oc2cc3c(cc12)CCC(C)(C)O3
  A: 7 | B: 0 | C: 3 | D: 0 | E: -3 | F: -4.0 | G: -2 | H: 0 | I: 2 | J: -7

> CCCn1nnc(NC(=O)c2cc(Br)ccc2OC)n1
  A: 10 | B: -2 | C: 0 | D: -8 | E: -2 | F: -0.3 | G: -2 | H: 7 | I: 2 | J: 1

> CCN(CC(=O)NCCc1ccc(Cl)cc1)Cc1nc2ccccc2c(=O)[nH]1
  A: 9 | B: -4 | C: -4 | D: -3 | E: -4 | F: 0.1 | G: 1 | H: -8 | I: 4 | J: 5

> CC1(C)CC(=O)C(C=NCCN2CCN(CC(=O)Nc3ccc(Cl)cc3)CC2)=C(O)C1
  A: -3 | B: -3 | C: -4 | D: 2 | E: 6 | F: -0.5 | G: -3 | H: 9 | I: 4 | J: 8

> CCSC1(SCC)N=C(N)C2(C#N)C(c3ccc(F)cc3)C12C#N (stereo not drawn)
  A: -1 | B: -1 | C: -9 | D: 1 | E: 11 | F: -0.1 | G: 0 | H: 4 | I: 3 | J: 12

> COC(=O)c1c(O)c2ccccc2[nH]c1=O
  A: 1 | B: 4 | C: 5 | D: 1 | E: -4 | F: 0.2 | G: -3 | H: -1 | I: 1 | J: 6

> O=C(NCC1CCCO1)c1c(O)nc2sccn2c1=O (stereo not drawn)
  A: -15 | B: 2 | C: -4 | D: 0 | E: 0 | F: 0.2 | G: 2 | H: -4 | I: -8 | J: 0

> O=C(c1cc(COc2ccccc2)on1)N1CCCC(OCc2cccnc2)C1 (stereo not drawn)
  A: 7 | B: 1 | C: -2 | D: 3 | E: -1 | F: 0.0 | G: 1 | H: 0 | I: 10 | J: -5

> OC(c1ccccc1)c1ncc(-c2ccc(Cl)cc2)[nH]1 (stereo not drawn)
  A: -5 | B: -1 | C: -2 | D: 0 | E: 6 | F: 0.1 | G: 0 | H: -10 | I: -2 | J: -5

> COc1cccc(CNc2nc3cc(-c4ccc(C)cc4)sc3c(=O)n2C)c1OC
  A: 6 | B: 1 | C: -3 | D: -20 | E: -4 | F: 0.0 | G: 3 | H: 1 | I: 0 | J: -6

> Cc1ccc(C)c(N2CCN(C(=O)CCS(=O)(=O)c3cccc4nonc34)CC2)c1
  A: 9 | B: -1 | C: 2 | D: 5 | E: 1 | F: 0.6 | G: 3 | H: -6 | I: -2 | J: -6

> Cc1oc2nc(SCC(=O)NCCCO)nc(N)c2c1C
  A: -3 | B: -2 | C: -3 | D: 4 | E: -1 | F: 0.0 | G: -1 | H: 4 | I: 9 | J: 5

> COc1ccc(N(CC(=O)Nc2ccc(F)cc2F)S(=O)(=O)c2c(C)nn(C)c2C)cc1
  A: -22 | B: 0 | C: 6 | D: -5 | E: 0 | F: -0.2 | G: -3 | H: 0 | I: 2 | J: 0

> COc1cc(CN2C[C@@H](CO)O[C@@H](n3cnc4c(NC5CC5)ncnc43)C2)cc(OC)c1OC
  A: -6 | B: 1 | C: -2 | D: 1 | E: -2 | F: -0.1 | G: -2 | H: 5 | I: 1 | J: 4

> C=CCn1c(SCC(=O)Nc2cccc(C)c2)nnc1-c1cnccn1
  A: -4 | B: 1 | C: -4 | D: 13 | E: -4 | F: -0.1 | G: 3 | H: 2 | I: -2 | J: -1

> Cc1ccc(N2CCN(S(=O)(=O)c3ccc(-n4cnnn4)cc3)CC2)c(C)c1
  A: 1 | B: -1 | C: -1 | D: 1 | E: 1 | F: 0.4 | G: 2 | H: 2 | I: 2 | J: -2

> CCC(C)C(=O)Nc1nnc(SCC(=O)Nc2ccccc2F)s1 (stereo not drawn)
  A: -28 | B: 2 | C: -5 | D: -6 | E: -2 | F: -0.3 | G: 3 | H: -1 | I: -7 | J: -9

> COc1ccc(-c2cccc([C@H]3[C@@H]4C=CCC[C@@]4(C)C(=O)N3Cc3ccccc3)c2)cc1
  A: -2 | B: 0 | C: 0 | D: -1 | E: 2 | F: -0.7 | G: 2 | H: 6 | I: 3 | J: -6

> O=C(CCN1C(=O)c2ccccc2C1=O)N1CCC(c2ccccc2)C1 (stereo not drawn)
  A: 8 | B: -1 | C: 1 | D: -5 | E: -2 | F: 0.5 | G: 2 | H: -1 | I: 3 | J: 8

> COc1ccc(-c2c[n+](CC(=O)OC3CC(C)CCC3C(C)C)c3n2CCC3)cc1 (stereo not drawn)
  A: -21 | B: 1 | C: -1 | D: -6 | E: -9 | F: 0.0 | G: 6 | H: -3 | I: -2 | J: -5

> CN(C)/C=C/C(=O)c1ccccc1OCc1cnc(Cl)s1
  A: 7 | B: 2 | C: 1 | D: 2 | E: 1 | F: 0.2 | G: 3 | H: 1 | I: 2 | J: -7

> Cc1ccccc1S(=O)(=O)N1CCCc2nc(-c3ccc(Br)cc3)ccc21
  A: 0 | B: -1 | C: 3 | D: -7 | E: -1 | F: 0.2 | G: 2 | H: -2 | I: 3 | J: 7

A different layout for part of the listing above.
mol | TDP2 absorb | UHRF1 MBD2 ctr | MBD2 inh | SIAE inh | PRMT1 FP inh | proKLK7 act | LEDGF integ inh | DDE Tn7 FP inh | TCR-CD3 inh | DDE Tn6 FP inh
O=C(CC(Sc1n[nH]c(-c2ccccc2)n1)c1ccccc1)NCc1ccccc1 (stereo not drawn) | 2 | -3 | -5 | -3 | 2 | -0.5 | 3 | -6 | 8 | 6
COc1ccc(NC(=O)c2cc(C)nc3ccccc23)c(OC)c1 | 4 | 1 | 3 | 1 | 3 | -0.7 | -5 | -7 | -2 | -6
CCOC(=O)N1CCN(c2c(-c3ccc(C(C)C)cc3)c(=O)c2=O)CC1 | 0 | 13 | 3 | 6 | -2 | 0.5 | -2 | 1 | 4 | 6
